Screening data: PubChem BioAssay, National Center for Advancing Translational Sciences (NCATS)
LDHA block: inhibitors of human lactate dehydrogenase A; P00338; purified LDHA, NADH/diaphorase-resazurin fluorescence; hits give low values; activity change, % (values are at about 110 or 230 µM); actives 0.15% (n = 480,000); AID 1347041; in the data active means activity change below about -30%; inconclusive means mostly about -25% to -30%;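 further: plate controls were DMSO wells for no effect and wells without enzyme for full effect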
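Remaining NADH was detected by diaphorase (0.133 mg/mL) converting 37 µM resazurin to fluorescent resorufin, read at 0 and 20 minutes. The preceding 5-minute room-temperature reaction used 2 nM LDHA, 0.2 mM sodium pyruvate and 0.06 mM NADH at pH 7.4.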
Vif-APOBEC3F blk: inhibitors of Vif-A3F interaction; HeLa A3F-eYFP + Vif (tagged APOBEC3F with the HIV-1 protein that degrades it), YFP fluorescence increase; Potency, µM (doses to about 46.1 µM), inactives show at the top dose activity, negative = active; actives 0.2% (n = 390,000); further: potency means the concentration at half of the fitted maximal effect; % of control where 0% means no effect; nearly all actives have a fitted effect of over 65% in size
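HeLa cells stably expressing A3F-eYFP plus Vif, plated and incubated overnight at 37 deg C, then exposed to compounds overnight at 37 deg C. Blocked degradation read as raised yellow fluorescence (Ex 488/Em 500-530).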
D1 agonist: agonists of human D1 dopamine receptor; activation, % at 2 µM; HEK293 T-REx D1 cells, calcium flux, agonist mode; actives 1% (n = 360,000); P21728; in the data active means activation above about 30%; further: 0% is about no effect
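Agonism was scored from calcium flux recorded over 180 s (1 read/s) after pintool compound addition, following a 10-cycle baseline. Cells were inducible force-coupled HEK293 TREx D1, plated overnight at 30 C and loaded with no-wash calcium dye.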
RXFP1 agonist: RXFP1 (human) receptor agonism | Q9HBX9 | HEK293T-RXFP1 cAMP TR-FRET, 30 min; response scale: percent of porcine relaxin response, buffer zero | Potency, µM (highest dose often 57.5 µM), without a hit: at the highest dose activation, most hits filed as activators | actives 0.3% (n = 370,000) | AID 2676; further: potency means the concentration at half of the fitted maximal effect; on the % scale 0 is the no-effect control and ±100 the full control effect; nearly all actives have a fitted effect of over 60% in size; many of its hits are not listed in these tables
Target sequence (Q9HBX9 whole entry, looked up): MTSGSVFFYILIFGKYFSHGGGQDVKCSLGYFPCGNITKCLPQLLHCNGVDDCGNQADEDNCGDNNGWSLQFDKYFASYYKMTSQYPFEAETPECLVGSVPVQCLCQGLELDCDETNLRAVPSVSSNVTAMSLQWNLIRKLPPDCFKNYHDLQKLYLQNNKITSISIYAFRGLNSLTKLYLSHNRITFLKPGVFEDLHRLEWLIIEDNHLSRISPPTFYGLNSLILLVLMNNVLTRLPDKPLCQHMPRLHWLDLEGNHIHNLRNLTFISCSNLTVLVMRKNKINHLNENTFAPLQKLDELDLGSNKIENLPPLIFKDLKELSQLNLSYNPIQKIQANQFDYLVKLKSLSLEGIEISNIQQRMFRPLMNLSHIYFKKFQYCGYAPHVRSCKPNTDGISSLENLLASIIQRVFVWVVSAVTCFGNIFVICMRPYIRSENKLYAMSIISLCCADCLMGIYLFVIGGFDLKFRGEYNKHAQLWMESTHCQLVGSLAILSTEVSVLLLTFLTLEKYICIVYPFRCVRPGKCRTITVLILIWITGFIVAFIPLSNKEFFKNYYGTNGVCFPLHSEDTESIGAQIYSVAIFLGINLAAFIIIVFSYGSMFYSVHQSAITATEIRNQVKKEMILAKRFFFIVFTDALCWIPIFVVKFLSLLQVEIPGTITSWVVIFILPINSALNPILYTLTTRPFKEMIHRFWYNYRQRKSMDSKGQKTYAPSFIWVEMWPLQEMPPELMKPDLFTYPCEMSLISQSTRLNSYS
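HEK293T cells stably expressing RXFP1 were pretreated with the PDE4 inhibitor Ro 20174, exposed to compounds for 30 min at 37C, lysed, and cAMP was read by TR-FRET. Data normalized to buffer (basal) and 29 nM porcine relaxin (100%).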
D1 antagonist: antagonists of human D1 dopamine receptor. P21728. HEK293 TREx D1 cells, calcium flux, dopamine EC80; hits give low values. activity change, negative = inhibition, % at 10 µM. actives 3.2% (n = 360,000). AID 504652; in the data active means activity change below about -30%; further: on the % scale 0 is the no-effect control and ±100 the full control effect
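After overnight tetracycline induction at 30 C, force-coupled D1 HEK293 cells took up a no-wash calcium dye at room temperature. Compounds were added and monitored 180 s, and the response to EC80 dopamine was then recorded.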
D1 potentiator: enhances dopamine response at the human D1 receptor; actives 0.036% (n = 360,000); potentiation, % at 10 µM; P21728; HEK293 TREx D1 cells, calcium flux, dopamine EC20 potentiation; AID 504651; in the data active means potentiation above about 30%; further: 0% is about no effect
GRP78 ERSR act: inducers of ER stress response in human glioma cells | U87-MG GRP78 promoter luciferase reporter, 16 h | Potency, µM, for the others: at the highest dose activation, most hits filed as activators | actives 0.02% (n = 420,000); further: potency means the concentration at half of the fitted maximal effect; series mostly up to about 76 µM; % of control where 0% means no effect; nearly all actives have a fitted effect of over 35% in size
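ERSR induction read as luciferase luminescence (Bright-Glo, 10 min at room temperature) in stably transfected human U87-MG glioma cells exposed to compounds for 16 h, using GRP78 as sensor.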
Vif-APOBEC3G blk: Vif-A3G binding inhibition | actives 0.076% (n = 410,000) | HeLa A3G-eYFP + Vif (tagged APOBEC3G with the HIV-1 protein that degrades it), YFP fluorescence, overnight | Q9HC16 | Potency, µM (doses to about 46.1 µM), for inactives: at the highest dose activity, negative = active, usual class: inhibitors;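 further: potency means the concentration at half of the fitted maximal effect; on the % scale 0 is the no-effect control and ±100 the full control effect; nearly all actives have a fitted effect of over 60% in size; hits raise eYFP signal because A3G escapes Vif-driven loss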
Target sequence (Q9HC16 whole entry, looked up): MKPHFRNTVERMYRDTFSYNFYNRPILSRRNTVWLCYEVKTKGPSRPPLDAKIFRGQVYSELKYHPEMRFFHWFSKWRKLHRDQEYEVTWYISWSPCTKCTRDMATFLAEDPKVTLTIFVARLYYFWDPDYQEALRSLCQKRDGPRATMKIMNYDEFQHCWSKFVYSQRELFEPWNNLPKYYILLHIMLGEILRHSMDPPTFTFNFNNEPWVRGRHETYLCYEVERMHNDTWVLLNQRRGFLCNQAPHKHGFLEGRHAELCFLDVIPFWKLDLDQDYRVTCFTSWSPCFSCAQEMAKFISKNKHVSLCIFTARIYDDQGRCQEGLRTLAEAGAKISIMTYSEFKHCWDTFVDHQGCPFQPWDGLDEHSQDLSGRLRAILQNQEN
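HeLa cells stably expressing Vif and C-terminally eYFP-tagged A3G, seeded overnight at 37 deg C, then exposed to compound by pintool overnight at 37 deg C. Rise in yellow fluorescence (Ex 488/Em 500-530, Acumen) marks blocked Vif-driven A3G degradation.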
D2 PAM: D2 dopamine receptor (human) potentiation. P14416. HEK293 T-REx D2, calcium flux, EC20 dopamine potentiation. potentiation, % at 10 µM. actives 0.34% (n = 340,000);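 active means potentiation over 3 SD above the plate norm, cut at about 30% in these data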; further: 0% is about no effect
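Using a no-wash calcium dye in inducible, force-coupled HEK293 Trex cells expressing D2, we tracked fluorescence each second for 180 s after compound, then for 180 s after EC20 dopamine to detect augmented signalling.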
* hit, by the source's call; ? = inconclusive; . = not tested or not shown; & = joins results of further samples. Unless noted, the call rests on the fitted dose curve; in most records, active means well fitted curve in the direction sought with a large enough effect; inconclusive means small, poorly fitted or top-dose-only effect, or another doubt; inactive means no such curve, though single readings can be large; an effect the other way counts as inactive or inconclusive. An excerpt, so the mix of outcomes need not match the whole.

Letters: A = LDHA block; B = Vif-APOBEC3F blk; C = D1 agonist; D = RXFP1 agonist; E = D1 antagonist; F = D1 potentiator; G = GRP78 ERSR act; H = Vif-APOBEC3G blk; I = D2 PAM
COc1ccc(C(=N/O)/C(=N/O)c2ccc(OC)cc2)cc1
  A: -4	B: -2%	C: 0	D: 0.5%	E: -28	F: -2	G: -3%	H: 1%	I: 7
Cc1nnc(N/N=C/c2ccccc2C(F)(F)F)n1N
  A: 17	B: 7%	C: 1	D: -0.4%	E: -18	F: -7	G: 5%	H: -1%	I: 4
COc1ccc(/C=N/NC(=O)COc2cc(C)cc(C)c2)cc1COC(C)=O
  A: -5	B: 2%	C: 5	D: -0.5%	E: -1	F: 1	G: -3%	H: -3%	I: 7
COc1cccc(CC2(CO)CCCN(Cc3cn[nH]c3-c3ccc(F)cc3)C2)c1 (stereo not drawn)
  A: -3	B: 4%	C: 2	D: 1.9%	E: 8	F: -5	G: -3%	H: 2%	I: -1
Cc1ccc(S(=O)(=O)Nc2ccc(-n3cnnn3)cc2)c(C)c1
  A: 3	B: 8%	C: 1	D: -2.8%	E: 7	F: -3	G: -3%	H: -4%	I: 6
O=C(Nc1c(Cl)cccc1Cl)c1cc(=O)n(Cc2ccccc2)c(=O)[nH]1
  A: -2	B: -2%	C: -1	D: 0.6%	E: -15	F: -5	G: -1%	H: -7%	I: -6
CC(=O)Cc1nsc(Nc2ccc(C)cc2)n1
  A: 1	B: ?	C: 3	D: -0.6%	E: -5	F: -4	G: -4%	H: -4%	I: 9
CN(C)CCNc1cnn(-c2ccccc2)c(=O)c1Cl
  A: -1	B: -6%	C: 4	D: 3.4%	E: -1	F: 8	G: -7%	H: -1%	I: 2
Cc1ccnc(NC(c2cccnc2)c2ccc3cccnc3c2O)c1 (stereo not drawn)
  A: 4	B: -25%	C: 2	D: 2.4%	E: 5	F: 2	G: -3%	H: -5%	I: 4
C=CCNc1nc(C(=O)OCC(=O)NCc2ccccc2OC)cs1
  A: -5&-17	B: 5%	C: -2	D: -0.7%	E: 8	F: -6	G: -2%	H: 1%	I: 13
COc1ccc(-n2cnnc2SCC(=O)Nc2cc(C(C)(C)C)nn2-c2ccccc2)cc1
  A: -1	B: 3%	C: -1	D: 1.4%	E: 7	F: -3	G: -1%	H: 0%	I: 0
O=C(Nc1ccc2oc(-c3cc(Br)ccc3Cl)nc2c1)c1cc2ccccc2o1
  A: 4	B: ?	C: 0	D: 20µM*	E: 11	F: -2	G: 0%	H: -11%	I: -2
CCC(C)Nc1nc(-c2ccc3c(c2)NC(=O)CO3)cs1 (stereo not drawn)
  A: 4&3	B: -16%	C: -1	D: 0.7%	E: -11	F: -7	G: -1%	H: -1%	I: .
Cc1ccc(S(=O)(=O)NN=C(c2ccccc2)c2cccs2)cc1
  A: 1	B: -6%	C: .	D: .	E: .	F: .	G: -8%	H: -5%	I: .
COC(=O)c1cccc(C(=O)N2CCCC(C(=O)c3ccccc3OC)C2)c1 (stereo not drawn)
  A: -6	B: 1%	C: 7	D: -2.3%	E: 4	F: 0	G: 6%	H: -2%	I: 5
O=C(NCc1cccnc1)c1ccccc1[N+](=O)[O-]
  A: 1	B: -13%	C: 3	D: 0.9%	E: -2	F: -4	G: -2%	H: 1%	I: 1
CCOc1nc(SCCOc2ccc(Cl)cc2Cl)nc(N(C)C)n1
  A: -15	B: 6%	C: 10	D: -0.2%	E: -12	F: 8	G: -4%	H: -8%	I: -15
O=C(OCc1ccccc1)N1CCC2CC1c1cc(Cl)ccc12 (stereo not drawn)
  A: 8	B: -11%	C: .	D: .	E: .	F: .	G: 2%	H: 0%	I: .
CCOC(=O)C(C(=O)OCC)[C@@H]1CS(=O)(=O)C[C@H]1C(C(=O)OCC)C(=O)OCC
  A: -5	B: 2%	C: -1	D: 1.7%	E: 2	F: -3	G: -3%	H: -2%	I: 24
COc1ccc(NC(=O)CC(C)S(=O)(=O)c2cc3c(cc2C)NC(=O)CO3)cc1OC (stereo not drawn)
  A: -7	B: 0%	C: -1	D: -1.9%	E: 2	F: 1	G: -4%	H: 0%	I: -2
Cc1cc(C)c(NC(=O)Cn2nnc(-c3nc(-c4ccccc4)no3)c2N)c(C)c1
  A: -12	B: -6%	C: 0	D: 0.4%	E: -5	F: 0	G: -3%	H: 2%	I: -4
Cc1cccc(NC(=O)Cn2cc(S(=O)(=O)Cc3ccccc3Cl)c3ccccc32)c1
  A: -8	B: 2%	C: 7	D: 4.6%	E: -2	F: 14	G: -2%	H: 1%	I: 3
CCN(CC)S(=O)(=O)c1cccc(C(=O)N2CC(O)CC2C(=O)O)c1 (stereo not drawn)
  A: -6	B: 7%	C: 1	D: -0.9%	E: 2	F: -1	G: -5%	H: 1%	I: 22
CC1CCN(S(=O)(=O)c2cccc(-c3csc(-c4cccnc4)n3)c2)CC1
  A: 1	B: -2%	C: 4	D: 2.5%	E: -2	F: -6	G: -3%	H: -7%	I: 0
O=C(Cc1csc(Nc2nc(=S)[nH]c3ccccc23)n1)NCCCN1CCN(c2ccccc2F)CC1
  A: -15	B: -16%	C: 0	D: 6.0%	E: -86*	F: -17	G: -8%	H: ?	I: -19

Reprinted at random: 2 records from the list, in no set order.
Letters: A = LDHA block; B = Vif-APOBEC3F blk; C = D1 agonist; D = RXFP1 agonist; E = D1 antagonist; F = D1 potentiator; G = GRP78 ERSR act; H = Vif-APOBEC3G blk; I = D2 PAM
Cc1ccc(S(=O)(=O)NN=C(c2ccccc2)c2cccs2)cc1
  A: 1	B: -6%	C: .	D: .	E: .	F: .	G: -8%	H: -5%	I: .
COc1ccc(-n2cnnc2SCC(=O)Nc2cc(C(C)(C)C)nn2-c2ccccc2)cc1
  A: -1	B: 3%	C: -1	D: 1.4%	E: 7	F: -3	G: -1%	H: 0%	I: 0

Continuation:
Letters: A = LDHA block; B = Vif-APOBEC3F blk; C = D1 agonist; D = RXFP1 agonist; E = D1 antagonist; F = D1 potentiator; G = GRP78 ERSR act; H = Vif-APOBEC3G blk; I = D2 PAM
CSCCC(NC(=O)c1ccco1)C(=O)NCc1ccc2c(c1)OCO2 (stereo not drawn)
  A: -2	B: -4%	C: 5	D: 1.2%	E: -2	F: -1	G: -1%	H: 3%	I: .
COc1ccc(N2CCN(c3ccc(N4C(=O)CC(C)C4=O)cc3[N+](=O)[O-])CC2)cc1 (stereo not drawn)
  A: -1	B: -1%	C: 24	D: 3.3%	E: -22	F: -8	G: -3%	H: 1%	I: -2
O=C(Cn1cnc2sc3c(c2c1=O)CCCC3)NCC(=O)Nc1c(F)cccc1F
  A: 0	B: -2%	C: 2	D: 12%	E: -9	F: -2	G: -4%	H: -1%	I: -2
CCCc1cc(=O)oc2cc(C)cc(OC(C)C(=O)NCc3cccnc3)c12 (stereo not drawn)
  A: -5	B: 3%	C: -1	D: 5.6%	E: 4	F: -3	G: 1%	H: -2%	I: -2
NC(=O)c1cc(S(=O)(=O)N2CCCCC2)cs1
  A: -4&-3	B: 0%&2%	C: 0&1	D: 0.6%&6.5%	E: 3&18	F: -15&-3	G: -4%&-2%	H: 1%&2%	I: -9
Cc1cc(C(=O)CN2C(=O)C(=O)N(CCC3=CCCCC3)C2=O)c(C)n1C
  A: -2	B: 2%	C: .	D: .	E: .	F: .	G: -4%	H: 0%	I: .
Cc1c(C(=O)OCC(=O)Nc2c(C)n(C)n(-c3ccccc3)c2=O)oc2ccccc12
  A: -2	B: 1%	C: 3	D: -0.6%	E: -12	F: -7	G: -3%	H: -1%	I: -8
O=C(O)C1C2CCC(C2)C1C(=O)NCCc1cccc(Cl)c1 (stereo not drawn)
  A: 1	B: -16%	C: 3	D: 1.2%	E: -11	F: -4	G: 0%	H: -4%	I: -9
C=CCOc1ccc(/C=C2\SC(N)=NC2=O)cc1OC
  A: -3	B: -26%	C: 1	D: 4.6%	E: 1	F: -5	G: 3%	H: 0%	I: 14
COc1ccc(Cl)cc1NC(=O)N1CCC(CN2CCCCCC2)CC1
  A: -4	B: 2%	C: 0	D: 1.0%	E: -16	F: 1	G: 0%	H: -4%	I: -2
COc1ccc(S(=O)(=O)c2c(C)c(NS(=O)(=O)c3ccccc3)cc(C)c2O)cc1
  A: -7&5	B: -1%&-5%	C: 2&1	D: 0.6%&1.6%	E: 4&-5	F: -3&-5	G: -2%&-4%	H: 0%&4%	I: 27&16
CC1C(=O)N2CCCc3cc(NC(=O)C(=O)NCCc4c[nH]c5ccccc45)cc1c32 (stereo not drawn)
  A: 2	B: 1%	C: 1	D: 0.9%	E: 20	F: 2	G: 0%	H: -16%	I: -1
COC(=O)C1OC(OC2CC[C@]3(C)C(CC[C@@]4(C)[C@@H]3CC=C3[C@@H]5CC(C)(C)CC[C@]5(C(=O)OC5OC(CO)C(O)C(O)C5O)CC[C@]34C)C2(C)C)C(O)C(O)C1O[C@H]1OCC(O)C(O)C1O (stereo partly drawn)
  A: -1	B: ?	C: .	D: .	E: .	F: .	G: -4%	H: ?	I: .
O=C(NC1CCCC1)c1ccc(S(=O)(=O)N2CCOCC2)cc1
  A: 0	B: -1%	C: -1	D: 0.3%	E: -18	F: -7	G: -6%	H: 2%	I: 9
O=C1c2ccccc2C(=O)N1CCc1csc(-c2ccccc2)n1
  A: -2	B: 8%	C: 1	D: 1.8%	E: -28	F: -6	G: 5%	H: -10%	I: -8
Cc1cccc(NC(=O)Cn2cc(S(=O)(=O)N3CCCC3)c(S(=O)(=O)N3CCCC3)c2)c1C
  A: -7	B: -2%	C: 2	D: -2.2%	E: 0	F: -1	G: -6%	H: -4%	I: -10
COc1ccc(C2C(C#N)=C(N)OC3=C2C(=O)CC(C)C3)c(OC)c1OC (stereo not drawn)
  A: 1	B: 3%	C: 2	D: -0.5%	E: 5	F: 2	G: -4%	H: 0%	I: -3
CCN1C(=O)[C@@H]2[C@@H](c3ccc(-c4ccc(Cl)c(Cl)c4)cc3)N3CCC[C@@]3(C(=O)OC)[C@@H]2C1=O
  A: 2	B: -9%	C: .	D: .	E: .	F: .	G: -5%	H: -20%	I: .
COc1ccc(CCNC(=O)CN2CCN(c3cccc(Cl)c3)CC2)cc1OC
  A: 5	B: 6%	C: 2	D: 1.6%	E: -23	F: -9	G: -4%	H: 5%	I: -2
